Myeloid diff MLP = myeloid differentiation induction. ER-HoxA9 myeloid progenitors, lysozyme-GFP differentiation, flow cytometry. actives 1% (n = 360,000). calls only at 10 µM. AID 624256;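 active = normalized GFP-positive differentiation at or above the plate's own cutoff, the solvent-only control mean plus 3 SD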;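 note: cells exposed to compound for four days before flow analysis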
MgcRacGAP inhibition = MgcRacGAP GTPase-activating activity inhibitors, confirmation, biochemical, ADP Hunter fluorescence. MgcRacGAP-stimulated Rac1 GTP hydrolysis, ADP Hunter fluorescence; higher % means a stronger effect; GST-tagged Rac1 F28L mutant substrate. inhibition, % at 30 µM; hits with a dose series show IC50 in µM. actives 0.6% (n = 340,000);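 active = first-screen hits whose inhibition reached a set limit at any dose in the follow-up dose series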;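 note: fluorescence reports GDP produced by GAP-driven GTP hydrolysis; strong numbers were not always called active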
WT yeast gro inh = growth inhibition of WT yeast, mitochondrial fusion screen | inhibition, % at 10 µM | mitochondrial fusion phenotypic screen, WT strain | actives 2.1% (n = 190,000) | AID 1362; in the data active = inhibition above about 58%; tested in S. cerevisiae
PhoP inhibition = inhibitors of PhoP regulon expression, primary screen, Salmonella Typhimurium, GFP reporter (AID 1863) | actives 0.16% (n = 300,000) | inhibition, % at 50 µM, or IC50 in µM where a hit was titrated | S. Typhimurium PhoP-regulated promoter GFP reporter, 4 h; higher % means a stronger effect;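 active = inhibition over 29.93%, a cutoff 3 SD above the screen mean, later confirmed by dose response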;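 note: 0% = low Mg2+ inducing control and 100% = high Mg2+ repressing control; strong numbers were not always called active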
T cell HTS = T cell immune modulation candidate. 2C CD8+ T cell-vesicle binding, flow cytometry; hits give low values. calls only at 7 µM. actives 0.068% (n = 330,000);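 active = response, share of CD8 T cells binding vesicles, and their 90th percentile fluorescence all below set limits, cut at about 80% in these data, passing the limit was not always enough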
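Also added: QL9-peptide-loaded Drosophila micro-vesicles bearing Ld, ICAM-1 and B7-1; Test system: purified 2C TCR transgenic mouse naive CD8+ T cells; Measured by: cytometric PE anti-B7-1 and Alexa647 anti-CD8 signals after 1% paraformaldehyde fixation; Timing: binding step 1.5 h, 37 °C, antibody labelling 20 min, ice.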
b-catenin transl = beta-catenin nuclear translocation modulation | HeLa beta-catenin nuclear translocation, immunofluorescence imaging | nuclear translocation activity, % at 5 µM | actives 0.3% (n = 190,000) | AID 1665;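 active = nuclear translocation activity above 50% at 5 µM, with a well cell count of 50 or more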;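 note: per-cell ratio of nuclear to cytoplasmic median beta-catenin stain intensity; plate controls were DMSO negative control for no effect and GSK-3 inhibitor IX positive control for full effect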
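Test system: human HeLa cell line; Doses: 5 µM primary, 0.02–20 µM confirmation; Incubation: 24 h compound exposure, 37°C; Detection: beta-catenin immunofluorescence imaging with DAPI; Read-out: beta-catenin nuclear/cytoplasmic ratio, % activation.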
West Nile virus CPE = inhibition of WNV-induced cytopathic effect – cell-based, CPE readout (AID 1621); West Nile virus-infected cells, CPE inhibition; higher % means a stronger effect; CPE inhibition, % at 10 µM, or IC50 in µM where a hit was titrated; actives 0.02% (n = 290,000); in the data active = a potency from the dose series; note: strong numbers were not always called active
Large T inhibition = SV40 large T antigen inhibitors, biochemical (AID 1903); actives 0.39% (n = 310,000); SV40 large T antigen ATPase/helicase inhibition assay; higher % means a stronger effect; inhibition, % at 20 µM, or IC50 in µM where a hit was titrated; in the data active = a potency from the dose series; note: strong numbers were not always called active
RSV CPE inhibition = RSV antiviral activity via CPE protection, HEp-2 cells, primary 10 µM value included (AID 2391); HEp-2 cells, RSV-induced CPE inhibition; higher % means a stronger effect; one-dose CPE inhibition, % at 10 µM; IC50 in µM for titrated hits; actives 0.13% (n = 310,000); in the data active = a potency from the dose series; note: strong numbers were not always called active
WT yeast gro inh mutant strain = further read-out of WT yeast gro inh, marked with its call; inhibition, %; mitochondrial fusion phenotypic screen, mutant strain inhibition
b-catenin transl cell count 5 µM = second read-out of b-catenin transl, no call of its own (marks repeat the call); cell count; measured here: cell count, cytotoxicity flag
T cell HTS vesicle-bound % = also measured in T cell HTS; calls as there; double positive events, %; measured here: CD8+ vesicle-bound cell fraction;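 binding gate set so that unloaded-vesicle control wells show 10% double positive cells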
Myeloid diff MLP GFP+ MAC1+ % = recorded beside Myeloid diff MLP, whose call it bears; GFP+ MAC1+ double positive, %; measured here: differentiation confirmed by MAC1 staining
Numbers without * were called inactive.

How did CSc1nc(N)nc(SC2C=CCCC2)c1C#N (centres undefined) do in these assays?
Myeloid diff MLP: inactive; MgcRacGAP inhibition: 7%; WT yeast gro inh: 46; PhoP inhibition: -9%; T cell HTS: inactive; b-catenin transl: 1.4; West Nile virus CPE: 0.2%; Large T inhibition: -6%; RSV CPE inhibition: 6.8%; WT yeast gro inh mutant strain: 23; b-catenin transl cell count 5 µM: 916; T cell HTS vesicle-bound %: 17; Myeloid diff MLP GFP+ MAC1+ %: 9.2

What do the screens show for `CC(C)NC(=O)c1ccc(C2SCC(=O)N2Cc2ccccc2)cc1` (centres undefined)?
Myeloid diff MLP: inactive; MgcRacGAP inhibition: 2%; WT yeast gro inh: 2; PhoP inhibition: 4%; T cell HTS: inactive; b-catenin transl: -0.7; West Nile virus CPE: -0.5%; Large T inhibition: -1%; RSV CPE inhibition: 1.8%; WT yeast gro inh mutant strain: 11; b-catenin transl cell count 5 µM: 983; T cell HTS vesicle-bound %: 24; Myeloid diff MLP GFP+ MAC1+ %: 6.3

What do the screens show for `O=[N+]([O-])c1ccccc1OCCCN1CCc2ccccc2C1`?
Myeloid diff MLP: inactive; MgcRacGAP inhibition: 13%; PhoP inhibition: 15%; T cell HTS: inactive; West Nile virus CPE: -1.5%; Large T inhibition: 13%; RSV CPE inhibition: 0.1%; T cell HTS vesicle-bound %: 65; Myeloid diff MLP GFP+ MAC1+ %: 0.3

Results for CN(C)C(C)(C)/C=C/C(O)(c1ccccc1)c1ccccc1 ?
Myeloid diff MLP: inactive; MgcRacGAP inhibition: 1%; PhoP inhibition: -9%; T cell HTS: inactive; b-catenin transl: 0.2; West Nile virus CPE: 0.0%; Large T inhibition: 9%; RSV CPE inhibition: 1.8%; b-catenin transl cell count 5 µM: 1330; T cell HTS vesicle-bound %: 25; Myeloid diff MLP GFP+ MAC1+ %: 0.4

How did CCOc1cc(/C=N\n2nnnc2N)ccc1O do in these assays?
Myeloid diff MLP: inactive; MgcRacGAP inhibition: 32µM*; PhoP inhibition: 7%; T cell HTS: inactive; West Nile virus CPE: -0.4%; Large T inhibition: 34%; RSV CPE inhibition: 1.8%; T cell HTS vesicle-bound %: 56; Myeloid diff MLP GFP+ MAC1+ %: 0.5

How did CCOC(=O)c1cnc(Nc2nc3ccccc3o2)nc1CN1CCN(C)CC1 do in these assays?
Myeloid diff MLP: inactive; MgcRacGAP inhibition: 11%; WT yeast gro inh: 20; PhoP inhibition: -10%; b-catenin transl: -2.1; Large T inhibition: 7%; WT yeast gro inh mutant strain: 5; b-catenin transl cell count 5 µM: 1391; Myeloid diff MLP GFP+ MAC1+ %: 2.9

What do the screens show for `O=C1NCCCCC1NS(=O)(=O)c1cccc2ccccc12` (centres undefined)?
Myeloid diff MLP: inactive; MgcRacGAP inhibition: 9%; PhoP inhibition: -4%; T cell HTS: inactive; West Nile virus CPE: -0.5%; Large T inhibition: 1%; RSV CPE inhibition: 0.6%; T cell HTS vesicle-bound %: 30; Myeloid diff MLP GFP+ MAC1+ %: 1.6

What do the screens show for `CC(Sc1nc(-c2ccccc2)cs1)C(=O)Nc1ccc(Cl)cn1` (centres undefined)?
Myeloid diff MLP: inactive; MgcRacGAP inhibition: 7%; WT yeast gro inh: 14; PhoP inhibition: -11%; T cell HTS: inactive; b-catenin transl: 0.4; West Nile virus CPE: -0.3%; Large T inhibition: 13%; RSV CPE inhibition: 10%; WT yeast gro inh mutant strain: 10; b-catenin transl cell count 5 µM: 1121; T cell HTS vesicle-bound %: 16; Myeloid diff MLP GFP+ MAC1+ %: 0.2

Results for C=CCN(c1ccc(C(=O)Nc2cc(C)cc(C)c2)cc1)S(C)(=O)=O ?
Myeloid diff MLP: inactive; MgcRacGAP inhibition: -3%; WT yeast gro inh: -18; PhoP inhibition: -8%; T cell HTS: inactive; b-catenin transl: -0.5; West Nile virus CPE: -1.3%; Large T inhibition: 10%; RSV CPE inhibition: 3.7%; WT yeast gro inh mutant strain: 14; b-catenin transl cell count 5 µM: 559; T cell HTS vesicle-bound %: 49; Myeloid diff MLP GFP+ MAC1+ %: 1.1

What do the screens show for `CC(CN(C)Cc1ccccc1)OC(=O)c1cccc(F)c1` (centres undefined)?
Myeloid diff MLP: inactive; MgcRacGAP inhibition: 5%; WT yeast gro inh: -8; PhoP inhibition: -5%; T cell HTS: inactive; West Nile virus CPE: -0.2%; Large T inhibition: 8%; RSV CPE inhibition: 1.4%; WT yeast gro inh mutant strain: -4; T cell HTS vesicle-bound %: 57; Myeloid diff MLP GFP+ MAC1+ %: 1.0

Results for COc1ccc(OC)c(NC(=O)c2cccc(S(=O)(=O)N3CCN(C(C)=O)CC3)c2)c1 ?
Myeloid diff MLP: inactive; MgcRacGAP inhibition: 2%; PhoP inhibition: -1%; T cell HTS: inactive; West Nile virus CPE: -1.0%; Large T inhibition: 18%; RSV CPE inhibition: 1.6%; T cell HTS vesicle-bound %: 14; Myeloid diff MLP GFP+ MAC1+ %: 0.9

How did COc1ccc(S(=O)(=O)N(Cc2ccccc2)c2ccccc2C(=O)Nc2ccccc2C(=O)NCc2ccco2)cc1 do in these assays?
Myeloid diff MLP: inactive; MgcRacGAP inhibition: 1%; WT yeast gro inh: 7; PhoP inhibition: 4%; T cell HTS: inactive; b-catenin transl: 0.1; West Nile virus CPE: -0.7%; Large T inhibition: -9%; RSV CPE inhibition: 8.6%; WT yeast gro inh mutant strain: -22; b-catenin transl cell count 5 µM: 1095; T cell HTS vesicle-bound %: 64; Myeloid diff MLP GFP+ MAC1+ %: 1.1

Next part (2 carried over from the part before).
Results for COc1ccc(OC)c(NC(=O)c2cccc(S(=O)(=O)N3CCN(C(C)=O)CC3)c2)c1 ?
Myeloid diff MLP: inactive; MgcRacGAP inhibition: 2%; PhoP inhibition: -1%; T cell HTS: inactive; West Nile virus CPE: -1.0%; Large T inhibition: 18%; RSV CPE inhibition: 1.6%; T cell HTS vesicle-bound %: 14; Myeloid diff MLP GFP+ MAC1+ %: 0.9

How did COc1ccc(S(=O)(=O)N(Cc2ccccc2)c2ccccc2C(=O)Nc2ccccc2C(=O)NCc2ccco2)cc1 do in these assays?
Myeloid diff MLP: inactive; MgcRacGAP inhibition: 1%; WT yeast gro inh: 7; PhoP inhibition: 4%; T cell HTS: inactive; b-catenin transl: 0.1; West Nile virus CPE: -0.7%; Large T inhibition: -9%; RSV CPE inhibition: 8.6%; WT yeast gro inh mutant strain: -22; b-catenin transl cell count 5 µM: 1095; T cell HTS vesicle-bound %: 64; Myeloid diff MLP GFP+ MAC1+ %: 1.1

What do the screens show for `CCn1nccc1C(=O)Nc1cc(Cl)ccc1Cl`?
Myeloid diff MLP: inactive; MgcRacGAP inhibition: 13%; WT yeast gro inh: 10; PhoP inhibition: 0%; T cell HTS: inactive; b-catenin transl: -0.9; West Nile virus CPE: 0.0%; Large T inhibition: 14%; RSV CPE inhibition: -1.0%; WT yeast gro inh mutant strain: 16; b-catenin transl cell count 5 µM: 1157; T cell HTS vesicle-bound %: 24; Myeloid diff MLP GFP+ MAC1+ %: 0.6

How did COc1cc2c(C#N)c(N3CCc4ccccc4C3)nc(N)c2c(N)n1 do in these assays?
Myeloid diff MLP: active; MgcRacGAP inhibition: -3%; WT yeast gro inh: 7; PhoP inhibition: -1%; T cell HTS: inactive; b-catenin transl: -0.3; West Nile virus CPE: 1.4%; Large T inhibition: -4%; RSV CPE inhibition: 38%; WT yeast gro inh mutant strain: 13; b-catenin transl cell count 5 µM: 1137; T cell HTS vesicle-bound %: 9; Myeloid diff MLP GFP+ MAC1+ %: 0.6*

Results for CCc1nc(SCc2ccc([N+](=O)[O-])cc2)n[nH]1 ?
Myeloid diff MLP: inactive; MgcRacGAP inhibition: 3%; WT yeast gro inh: -7; PhoP inhibition: -1%; T cell HTS: inactive; b-catenin transl: -1.9; West Nile virus CPE: -0.5%; Large T inhibition: 8%; RSV CPE inhibition: 1.7%; WT yeast gro inh mutant strain: -21; b-catenin transl cell count 5 µM: 548; T cell HTS vesicle-bound %: 31; Myeloid diff MLP GFP+ MAC1+ %: 0.6

What do the screens show for `O=C(CC1Sc2ccccc2NC1=O)Nc1cccc(C(=O)O)c1` (centres undefined)?
Myeloid diff MLP: inactive; MgcRacGAP inhibition: 4%; WT yeast gro inh: -2; PhoP inhibition: -1%; T cell HTS: inactive; b-catenin transl: -0.1; West Nile virus CPE: 1.2%; Large T inhibition: 7%; RSV CPE inhibition: 0.5%; WT yeast gro inh mutant strain: -2; b-catenin transl cell count 5 µM: 1107; T cell HTS vesicle-bound %: 35; Myeloid diff MLP GFP+ MAC1+ %: 2.1

Results for O=C(CSc1nc2ccccc2c(=O)n1-c1ccccc1)NC(=O)CN1CCCC1=O ?
Myeloid diff MLP: inactive; MgcRacGAP inhibition: 10%; WT yeast gro inh: -4; PhoP inhibition: 4%; T cell HTS: inactive; b-catenin transl: -3.0; West Nile virus CPE: 0.0%; Large T inhibition: 3%; RSV CPE inhibition: -0.7%; WT yeast gro inh mutant strain: -14; b-catenin transl cell count 5 µM: 1087; T cell HTS vesicle-bound %: 27; Myeloid diff MLP GFP+ MAC1+ %: 0.7

Results for O=[N+]([O-])c1cccc(/C=N/Nc2cc(N3CCOCC3)ncn2)c1 ?
Myeloid diff MLP: inactive; MgcRacGAP inhibition: 10%; PhoP inhibition: 6%; T cell HTS: inactive; West Nile virus CPE: -0.6%; Large T inhibition: 25%; RSV CPE inhibition: 0.2%; T cell HTS vesicle-bound %: 21; Myeloid diff MLP GFP+ MAC1+ %: 0.6

Entries from the list above containing a Cl atom, in the order listed:
What do the screens show for `CC(Sc1nc(-c2ccccc2)cs1)C(=O)Nc1ccc(Cl)cn1` (centres undefined)?
Myeloid diff MLP: inactive; MgcRacGAP inhibition: 7%; WT yeast gro inh: 14; PhoP inhibition: -11%; T cell HTS: inactive; b-catenin transl: 0.4; West Nile virus CPE: -0.3%; Large T inhibition: 13%; RSV CPE inhibition: 10%; WT yeast gro inh mutant strain: 10; b-catenin transl cell count 5 µM: 1121; T cell HTS vesicle-bound %: 16; Myeloid diff MLP GFP+ MAC1+ %: 0.2

What do the screens show for `CCn1nccc1C(=O)Nc1cc(Cl)ccc1Cl`?
Myeloid diff MLP: inactive; MgcRacGAP inhibition: 13%; WT yeast gro inh: 10; PhoP inhibition: 0%; T cell HTS: inactive; b-catenin transl: -0.9; West Nile virus CPE: 0.0%; Large T inhibition: 14%; RSV CPE inhibition: -1.0%; WT yeast gro inh mutant strain: 16; b-catenin transl cell count 5 µM: 1157; T cell HTS vesicle-bound %: 24; Myeloid diff MLP GFP+ MAC1+ %: 0.6
